# HTRA1 inh – HTRA1 serine protease inhibitors, primary screen, biochemical, fluorescence polarization, HTS. Q92743. recombinant HTRA1, FP-rhodamine activity-based probe. inhibition, % at 5.96 µM. hit rate 0.5% among 340,000. AID 504803, 2011; in the data active = inhibition above about 36%;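 note: 0% = enzyme with DMSO and 100% = wells lacking enzyme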
# PRMT1 inh – PRMT1 methyltransferase inhibitors, primary screen, biochemical, fluorescence polarization | hit rate 1.3% among 370,000 | AID 652257, 2013 | Protein arginine N-methyltransferase 1 (Homo sapiens), Q99873 | recombinant PRMT1, activity-based probe fluorescence polarization | inhibition, % at 2.79 µM;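 active = inhibition above about 21% made by adding two undisclosed values, limit read from the data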
# ABHD4 inh – ABHD4 inhibitors, primary screen, biochemical, fluorescence polarization, mouse. (Lyso)-N-acylphosphatidylethanolamine lipase (Mus musculus), Q8VD66. AID 720543, 2013. hit rate 0.54% among 370,000. purified mABHD4, FP-Rh probe fluorescence polarization. inhibition, % at 8.92 µM;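 active = inhibition exceeding the mean over every tested compound plus 3 SD, cut at about 30% in these data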;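 note: 0% = plate median of compound wells and 100% = S159A mutant with DMSO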
#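 Test system: mABHD4 protein; Read-out basis: % inhibition; Incubation: 45 min + 60 min at 25 °C; Repeats: single replicate; Technique: fluorescence polarization with parallel and perpendicular emission, 525/598 nm; Compound: 8.92 µM, single dose; Benchmarks: full inhibition S159A mutant plus DMSO, zero as sample-well median.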
# GC-B act – human GC-B receptor activators, primary screen, HEK293 GC-B cells, cGMP TR-FRET, EC30 CNP. Atrial natriuretic peptide receptor 2 (Homo sapiens), P20594. 0% at EC30 CNP, 100% saturating CNP. activation, % at 10 µM. hit rate 0.11% among 370,000;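 active = activation at 10 µM reaching about 35% in either raw or pattern-adjusted values, limit read from the data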
# TCR CD3 inh – inhibitors of human TCR-CD3 interaction, primary screen, biochemical, fluorescence, TAMRA-labeled TCR probe; T-cell receptor (TCR); inhibition, % at 9.4 µM; hit rate 0.37% among 360,000; AID 651800, 2012; in the data active = inhibition above about 19%;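 note: recombinant mutant TCR 2C K166C tagged with TAMRA read by polarization; 0% = receptor in buffer alone and 100% = receptor with positive control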
# rCAG binder – binders of r(CAG) RNA repeats, primary screen, biochemical, fluorescence. hit rate 1.3% among 370,000. r(CAG) RNA repeat, TO-PRO-1 dye displacement fluorescence. AID 651821, 2012. inhibition, % at 3 µM;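 active = inhibition above the plate cutoff, the mean of all test compounds on that plate plus 3 SD, cut at about 35% in these data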;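 note: 0% = DMSO alone and 100% = 100 µM mitoxantrone as full dye displacement; higher means more dye released from RNA so lower well fluorescence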
# NPR1 activator – GC-A stimulated cGMP production enhancers – HEK293 GC-A cells, cGMP TR-FRET, EC30 ANP, primary screen. hit rate 0.14% among 370,000. 0% at EC30 ANP, 100% saturating ANP. Atrial natriuretic peptide receptor 1 (Homo sapiens), P16066. activation, % at 10 µM; in the data active = activation above about 40%
# Target sequence (P16066 whole entry, looked up): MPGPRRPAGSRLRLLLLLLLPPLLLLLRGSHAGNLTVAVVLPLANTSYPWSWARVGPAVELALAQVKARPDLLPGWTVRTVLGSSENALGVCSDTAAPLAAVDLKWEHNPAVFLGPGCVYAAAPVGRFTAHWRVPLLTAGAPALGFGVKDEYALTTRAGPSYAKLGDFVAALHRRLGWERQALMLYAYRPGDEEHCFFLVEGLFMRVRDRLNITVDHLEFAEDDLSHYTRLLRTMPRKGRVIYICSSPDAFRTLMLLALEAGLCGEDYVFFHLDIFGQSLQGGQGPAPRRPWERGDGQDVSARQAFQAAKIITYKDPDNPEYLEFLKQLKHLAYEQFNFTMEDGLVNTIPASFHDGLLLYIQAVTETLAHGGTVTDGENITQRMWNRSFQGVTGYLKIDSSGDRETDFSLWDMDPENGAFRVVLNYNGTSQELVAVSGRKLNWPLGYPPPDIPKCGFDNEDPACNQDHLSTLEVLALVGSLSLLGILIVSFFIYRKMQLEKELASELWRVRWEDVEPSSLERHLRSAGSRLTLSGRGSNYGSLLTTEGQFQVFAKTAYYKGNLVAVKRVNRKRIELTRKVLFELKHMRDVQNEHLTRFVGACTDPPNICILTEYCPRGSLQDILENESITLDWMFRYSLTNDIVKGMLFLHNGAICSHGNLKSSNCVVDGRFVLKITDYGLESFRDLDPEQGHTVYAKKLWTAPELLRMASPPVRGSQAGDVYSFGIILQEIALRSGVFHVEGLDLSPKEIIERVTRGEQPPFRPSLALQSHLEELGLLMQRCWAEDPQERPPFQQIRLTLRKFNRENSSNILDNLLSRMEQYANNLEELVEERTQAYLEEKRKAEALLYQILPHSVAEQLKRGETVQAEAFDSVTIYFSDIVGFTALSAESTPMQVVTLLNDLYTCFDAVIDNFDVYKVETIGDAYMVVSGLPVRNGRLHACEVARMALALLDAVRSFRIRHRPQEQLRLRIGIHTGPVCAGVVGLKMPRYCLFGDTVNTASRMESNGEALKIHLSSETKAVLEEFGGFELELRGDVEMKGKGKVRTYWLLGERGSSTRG
# SIAE inh – human SIAE inhibitors, primary screen, biochemical, fluorescence polarization, FP-Rh probe, 1536-well HTS; Sialate O-acetylesterase (Homo sapiens), Q9HAT2; SIAE FP-Rh probe binding; inhibition, % at 9.66 µM; AID 1053197, 2014; hit rate 0.69% among 370,000;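 active = inhibition above a cutoff: mean of compounds within the control limits plus 3 SD of those, cut at about 17% in these data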;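 note: 0% = plate median of compound wells and 100% = probe without SIAE protein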
# MBD2 DNA inh – inhibitors of MBD2 binding to methylated DNA, primary screen, biochemical, TR-FRET, DNA-binding domain, human; Methyl-CpG-binding domain protein 2 (Homo sapiens), Q9UBB5; MBD2 binding to methylated oligonucleotide; inhibition, % at 4.4 µM; hit rate 0.31% among 370,000; AID 686964, 2013; in the data active = inhibition above about 13%
# UHRF1 MBD2 ctr – UHRF1 methylated DNA binding inhibitors, primary screen, counter-screen for MBD2 inhibitor project, biochemical, TR-FRET, human UHRF1, single concentration. E3 ubiquitin-protein ligase UHRF1 (Homo sapiens), Q96T88. UHRF1 binding to methylated oligo. inhibition, % at 4.4 µM. hit rate 0.75% among 370,000; in the data active = inhibition above about 21%;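 note: UHRF1 SRA domain binding a hemimethylated CpG hairpin DNA probe; 0% = median of test compound wells and 100% = reference inhibitor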
# The depositor's hits bear a star; . = no result given. Only part of the results is shown; count on the stated rates, not on these rows.
# The line under a structure holds: HTRA1 inh	PRMT1 inh	ABHD4 inh	GC-B act	TCR CD3 inh	rCAG binder	NPR1 activator	SIAE inh	MBD2 DNA inh	UHRF1 MBD2 ctr
COc1cccc(CNC(=O)CCNC(=O)C2CCN(S(=O)(=O)c3ccc(F)cc3)CC2)c1
  4	-1	-1	1	5	-3	8	1	1	1
COc1cccc(CCc2nc3ccccc3c(=O)n2N)c1
  2	-5	5	-4	0	-3	-2	5	-8	-1
CCC(=O)N(C1=C(NC(C)C)C(=O)c2ccccc2C1=O)C(C)C
  2	6	9	-2	-5	-1	-7	0	-5	8
Cc1ccc(NC(=O)COC(=O)CCc2c(C)nc3nc(N)nn3c2C)cc1C
  6	-4	0	4	7	1	0	-4	0	1
Cc1c2cnn(CC(=O)NCCCN3CCCCC3)c(=O)c2c(C)n1Cc1ccccc1
  -4	-4	0	-3	-9	6	-1	0	1	2
CC1(C)CC(NC(=O)N2c3ccccc3Sc3ccccc32)CC(C)(C)N1
  12	2	7	-8	-1	2	-1	-2	5	3
Cc1cccc(NS(=O)(=O)c2ccc(C)c(C(=O)NCC(c3ccco3)N3CCCCC3)c2)c1 (centres undefined)
  -12	-1	-11	3	-3	-2	-3	-7	-3	-4
COc1ccc(-c2oc(=O)n(C)c2-c2ccc(OC)cc2)cc1
  1	1	1	13	-4	-4	15	3	2	2
CCc1nc(NCCO)c(C#N)c2c1CCCC2
  0	-1	1	-7	0	-5	1	-1	0	-1
Nc1sc(Cc2ccccc2)cc1C(=O)c1c(-c2ccccc2)[nH]c2ccccc12
  .	14	-12	-1	-5	21	60*	0	2	2
c1ccc(CNn2nnnc2-c2ccccc2)cc1
  -5	3	-4	3	9	-2	-3	4	-5	0
CCS(=O)(=O)Nc1c(C(=O)O)[nH]c2ccccc12
  16	0	19	-4	-10	11	-1	6	-6	-2
Nn1c(SCC(=O)N2c3ccccc3Sc3ccc(Cl)cc32)nnc1-c1n[nH]c2c1CCC2
  .	-2	-24	-19	.	8	-21	-7	-4	-1
Cc1cc(Cl)cc(C)c1OCCn1ccnc1
  -1	0	2	3	-2	-5	4	-5	1	1
CCOC(=O)C1CCCN(C(=O)c2ccccc2[N+](=O)[O-])C1 (centres undefined)
  0	-1	2	0	12	-3	2	-1	3	3
O=S(=O)(Nc1cccnc1)c1ccc(Cl)c(C(F)(F)F)c1
  4	-2	-1	5	4	7	1	10	-1	1
Cn1cccc1/C=C1\SC(=O)N(c2ccc(O)cc2)C1=O
  0	-2	-18	-4	5	1	-1	2	2	-3
Oc1ccc(Cl)cc1C1=NNC(c2ccc(Cl)cc2)C1 (centres undefined)
  -7	-3	-8	-3	2	9	6	-1	6	-4
CCN(CC)C(=O)CSc1nc2ncc(Cl)cc2[nH]1
  5	1	6	1	7	1	-1	5	-3	0
CCCCN(C(=O)Cc1ccc(S(=O)(=O)N2CCOCC2)s1)c1c(N)n(CCCC)c(=O)[nH]c1=O
  -2	5	-4	0	-4	-1	2	-4	3	1
CC[C@H](C)[C@H](NC(N)=O)C(=O)NCCc1ccc(Cl)cc1Cl
  .	-1	1	3	3	-2	-3	-5	-2	-2
Cc1c(C)c(C)c(CN2CCCC2)c(C)c1C
  -7	2	3	-1	4	0	-1	-3	-3	0
CCN(CC(=O)NCc1cccs1)C(=O)c1ccc(-c2cccc(C(F)(F)F)c2)o1
  -17	-2	-8	-3	-6	-5	-2	1	-5	1
COc1ccccc1/C=C/C=N/n1c(C)nnc1C
  1	-6	1	-2	3	-3	-1	0	1	68*
CC(C)(C)C(=O)CN1C(=O)C2(OCCO2)c2ccccc21
  7	2	-3	-5	-5	-2	1	-2	4	5
CCOc1cc(C(=O)NC2=NCCS2)cc(OCC)c1OCC
  -3	-1	-2	-2	6	-5	6	-1	-2	-2
Cc1cc(C(=O)Nc2ccc3ccccc3c2)c(C)o1
  -27	2	-11	-1	6	4	5	1	1	-2
CCCCN(C=O)c1c(CC)nc2c(OCc3ccc(S(C)(=O)=O)cc3)cccn12
  .	5	2	0	-7	2	1	6	5	-3
CC(C)C(C)NC(=O)CSc1ccc(S(=O)(=O)N2CCOCC2)cn1 (centres undefined)
  -13	-2	2	8	7	0	-3	2	2	0
CCOC(=O)c1cnc2c(CC)cccc2c1NCCN1CCOCC1
  -6	-1	4	-2	-2	-6	6	-2	-2	1

# Reformatted as tab-separated lines: part of the list above.
Molecule	HTRA1 inh	PRMT1 inh	ABHD4 inh	GC-B act	TCR CD3 inh	rCAG binder	NPR1 activator	SIAE inh	MBD2 DNA inh	UHRF1 MBD2 ctr
CCc1nc(NCCO)c(C#N)c2c1CCCC2	0	-1	1	-7	0	-5	1	-1	0	-1
Nc1sc(Cc2ccccc2)cc1C(=O)c1c(-c2ccccc2)[nH]c2ccccc12	.	14	-12	-1	-5	21	60*	0	2	2
c1ccc(CNn2nnnc2-c2ccccc2)cc1	-5	3	-4	3	9	-2	-3	4	-5	0
CCS(=O)(=O)Nc1c(C(=O)O)[nH]c2ccccc12	16	0	19	-4	-10	11	-1	6	-6	-2
Nn1c(SCC(=O)N2c3ccccc3Sc3ccc(Cl)cc32)nnc1-c1n[nH]c2c1CCC2	.	-2	-24	-19	.	8	-21	-7	-4	-1
Cc1cc(Cl)cc(C)c1OCCn1ccnc1	-1	0	2	3	-2	-5	4	-5	1	1
CCOC(=O)C1CCCN(C(=O)c2ccccc2[N+](=O)[O-])C1 (centres undefined)	0	-1	2	0	12	-3	2	-1	3	3
O=S(=O)(Nc1cccnc1)c1ccc(Cl)c(C(F)(F)F)c1	4	-2	-1	5	4	7	1	10	-1	1
Cn1cccc1/C=C1\SC(=O)N(c2ccc(O)cc2)C1=O	0	-2	-18	-4	5	1	-1	2	2	-3
Oc1ccc(Cl)cc1C1=NNC(c2ccc(Cl)cc2)C1 (centres undefined)	-7	-3	-8	-3	2	9	6	-1	6	-4
CCN(CC)C(=O)CSc1nc2ncc(Cl)cc2[nH]1	5	1	6	1	7	1	-1	5	-3	0
CCCCN(C(=O)Cc1ccc(S(=O)(=O)N2CCOCC2)s1)c1c(N)n(CCCC)c(=O)[nH]c1=O	-2	5	-4	0	-4	-1	2	-4	3	1

# Additional entries:
# The line under a structure holds: HTRA1 inh	PRMT1 inh	ABHD4 inh	GC-B act	TCR CD3 inh	rCAG binder	NPR1 activator	SIAE inh	MBD2 DNA inh	UHRF1 MBD2 ctr
COc1ccc(C(=O)Nc2ccc(NS(=O)(=O)c3ccccc3)cc2)cc1OC
  -8	0	-5	-9	-1	2	-14	-2	6	2
CC(=O)C1=NN(c2ccccc2)C(c2ccc3c(c2)OCO3)N1c1ccccc1 (centres undefined)
  -1	0	-1	0	2	-3	-2	4	-2	0
Cc1nnc(SCC(=O)c2cc(C)n(C3CC3)c2C)s1
  -2	-2	-1	1	4	0	-1	2	1	4
CCn1c(-c2nn(C)c(C)c2Cl)n[nH]c1=S
  -4	-1	-3	3	2	1	5	0	2	-1
Cc1cc(C(=O)N/N=C\c2ccc(COc3ccc([N+](=O)[O-])cc3)o2)ccc1[N+](=O)[O-]
  -7	2	2	7	6	6	-4	-56	2	-1
CN(C)S(=O)(=O)c1ccccc1N=C=S
  -2	0	0	0	0	3	5	-4	5	0
O=[N+]([O-])c1cnc(Sc2ccncn2)c([N+](=O)[O-])c1
  3	71*	23	7	-2	13	24	5	-5	-5
O=C(CSc1nc2ccccc2c(=O)n1-c1ccc(Cl)c(Cl)c1)Nc1ccc2c(c1)CCC2
  .	-5	-11	0	4	8	1	-14	-1	1
COc1ccc(S(=O)(=O)Nc2ccc(N(C)C(C)=O)cc2)cc1
  -1	-2	0	-3	2	0	2	-8	1	-3
Cc1onc(-c2c(Cl)cccc2Cl)c1C(=O)Nc1nc(C(C)(C)C)cs1
  -9	5	-5	1	0	3	3	-10	0	3
O=C(CCOc1ccccc1)Nc1ccnn1C1CCN(Cc2ccc(CO)o2)CC1
  5	1	-3	3	-4	-3	-2	6	-1	0
N#Cc1c(N2CCCCC2)nc(N2CCCCC2)c2c1CCN(Cc1ccccc1)C2
  -11	2	24	-3	3	4	10	-3	3	13
Cc1nc(CC(=O)Nc2nc(C(C)(C)C)cs2)cs1
  -1	1	0	11	8	-4	4	-4	5	1
COc1ccccc1Oc1ccc(NC(=O)c2ccccc2)cc1
  -1	1	-8	-4	5	-3	0	5	-4	1
CCCCn1c(N)c(N(CC(C)C)C(=O)c2cc(=O)[nH]c3ccccc23)c(=O)[nH]c1=O
  -5	5	-6	2	-5	-1	1	3	0	2
COCCN(C(=O)CCC(=O)Nc1cc(C)on1)C(C(=O)NC1CCCC1)c1ccccc1F (centres undefined)
  6	-3	2	-1	4	-5	1	2	-1	1
NS(=O)(=O)c1ccc(-c2ccc(/C=N/NC(=O)c3ccc([N+](=O)[O-])cc3)o2)cc1
  2	-2	6	-9	-1	2	-5	-1	0	-3
Cc1ccc(CNC(=O)COc2ccccc2-c2ccccc2)cc1
  -22	0	-11	-3	5	-2	-8	-2	4	-1
CSc1ccc(CCNC(=O)C2CCCN(c3ncnc4c3nc3n4CCCCC3)C2)cc1 (centres undefined)
  -6	-4	-3	-4	-7	-8	-5	2	1	2
O=C(CN1CCC(c2nc3ccccc3s2)CC1)NCc1ccccc1
  -5	8	-19	0	-1	-4	3	-6	6	4
Cc1nc(=O)c(-c2ccccc2)c(C)n1CC1CCCO1 (centres undefined)
  0	-3	-1	6	6	2	-2	-4	1	-1
O=C(CNC(=O)C12CC3CC(CC(C3)C1)C2)OCc1cc(=O)n2cc(Br)ccc2n1
  -6	-1	1	-3	-2	0	0	0	2	0
COc1ccc(S(=O)(=O)N(C)C[C@H]2Oc3ccc(NC(=O)C4CC4)cc3C(=O)N([C@H](C)CO)C[C@@H]2C)cc1
  10	3	-5	0	-5	2	2	4	4	5
O=C(O)c1cc(NCc2c(F)cccc2Cl)ccc1N1CCOCC1
  3	-2	-1	6	9	4	-2	0	-9	-4
